PrPC surface inh = inhibitors of human cell surface prion protein PrPC, primary screen, cell-based, TR-FRET. 370,000 compounds, 0.43% hits. inhibition, % at 13.8 µM. AID 720596, 2013. TR-FRET read-out; in the data active means inhibition above about 24%; further: 0% = median of the test wells and 100% = reference compound wells
Mtb UGM inh = M. tuberculosis UGM enzyme inhibitors, primary screen, biochemical, fluorescence polarization, single point; AID 504406, 2011; inhibition, % at 10 µM; UDP-galactopyranose mutase (Mycobacterium tuberculosis (strain ATCC 25618 / H37Rv)), …; purified UGM, fluorescence polarization probe displacement; 320,000 compounds, 0.06% hits; in the data active means inhibition above about 10%, passing the limit was not always enough; inconclusive means no clear call, values can overlap the other calls
Target sequence (P9WIQ1 whole entry, looked up): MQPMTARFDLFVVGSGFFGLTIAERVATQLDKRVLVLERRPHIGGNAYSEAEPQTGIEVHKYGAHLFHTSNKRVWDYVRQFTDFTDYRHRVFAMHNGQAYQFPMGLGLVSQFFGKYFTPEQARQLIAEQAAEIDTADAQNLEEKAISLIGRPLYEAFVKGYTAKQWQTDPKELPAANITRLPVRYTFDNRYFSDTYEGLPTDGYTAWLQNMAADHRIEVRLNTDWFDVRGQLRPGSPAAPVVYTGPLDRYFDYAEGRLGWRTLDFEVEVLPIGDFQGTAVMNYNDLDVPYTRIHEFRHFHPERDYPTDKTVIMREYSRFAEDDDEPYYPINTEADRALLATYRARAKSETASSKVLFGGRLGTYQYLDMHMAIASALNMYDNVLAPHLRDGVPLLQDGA
BioA inh = M. tuberculosis BioA enzyme inhibitors, primary screen, biochemical, plate reader, single point, HTS. AID 602481, 2012. 360,000 compounds, 0.096% hits. purified M. tuberculosis BioA enzyme. 7,8-diaminopelargonic acid synthase BioA (Mycobacterium tuberculosis). inhibition, % at 9.99 µM; in the data active means inhibition above about 40%; inconclusive means no clear call, values can overlap the other calls
MazEF act = activators of E. coli MazEF toxin-antitoxin RNase, primary screen, biochemical, fluorescence, uHTS. FAM/BHQ RNA-DNA oligo cleavage fluorescence, 5 h. activation, % at 20 µM. 350,000 compounds, 0.32% hits. AID 504720, 2011; in the data active means activation above about 50%
Target sequence (P0AE70 whole entry, looked up): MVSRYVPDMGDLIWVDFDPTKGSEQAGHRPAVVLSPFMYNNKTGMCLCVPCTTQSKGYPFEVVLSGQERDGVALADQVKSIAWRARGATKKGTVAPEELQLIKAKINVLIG
FBA Mtb inh = Mtb FBA enzyme inhibitors, primary screen, biochemical, fluorescence, strain H37Rv | purified M. tuberculosis FBA, fluorescence read-out | AID 588726, 2011 | Fructose-bisphosphate aldolase (Mycobacterium tuberculosis (strain ATCC 25618 / H37Rv)), … | 360,000 compounds, 2.3% hits | inhibition, % at 1 µM; in the data active means inhibition above about 27%;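 further: 0% = vehicle and 100% = reference inhibitor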
Target sequence (P9WQA3 whole entry, looked up): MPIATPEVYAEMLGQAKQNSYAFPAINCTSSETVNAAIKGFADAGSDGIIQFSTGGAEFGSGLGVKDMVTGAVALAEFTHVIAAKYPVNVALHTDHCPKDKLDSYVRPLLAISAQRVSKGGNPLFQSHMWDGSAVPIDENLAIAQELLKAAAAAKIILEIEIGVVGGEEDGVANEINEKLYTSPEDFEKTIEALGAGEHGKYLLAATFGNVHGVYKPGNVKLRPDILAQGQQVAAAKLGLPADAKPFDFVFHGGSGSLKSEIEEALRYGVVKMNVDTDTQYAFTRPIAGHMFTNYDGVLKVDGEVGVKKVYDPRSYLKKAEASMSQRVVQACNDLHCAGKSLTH
FadD28 binding = inhibitors of FadD28 bisubstrate probe binding, primary screen, biochemical, fluorescence polarization, single point; Mycobacterium tuberculosis FadD28 fatty-acid-AMP ligase; inhibition, % at 12.5 µM; 360,000 compounds, 0.22% hits; AID 588549, 2011; in the data active means inhibition above about 8.5%, passing the limit was not always enough; inconclusive means no clear call, values can overlap the other calls
Rv3671c inh = Rv3671c serine protease inhibitors, primary screen, biochemical, fluorescence polarization, M. tuberculosis H37Rv; inhibition, % at 5.96 µM; 320,000 compounds, 0.048% hits; P9WHR9; AID 2606, 2010; in the data active means inhibition above about 38%;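 further: extracellular domain of Rv3671c used as enzyme; 0% = enzyme with DMSO and 100% = no enzyme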
GDH-TPI counter = GDH-TPI coupling enzyme inhibitors, primary screen, artefact control for M. tuberculosis FBA inhibitor project, biochemical, absorbance, full deck | AID 588335, 2011 | GDH-TPI coupled enzyme counterscreen, NADH absorbance | inhibition, % at 4.8 µM | 360,000 compounds, 1.2% hits; in the data active means inhibition above about 30%;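 further: 0% = DMSO wells and 100% = wells lacking the enzyme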
BoNT-F LC inh = BoNT/F light chain protease inhibitors, primary screen, biochemical, flow cytometry, MLPCN library; Botulinum neurotoxin type F light chain protease (Clostridium botulinum); Multiplex microsphere protease cleavage assay; inhibition, % at 10 µM; 360,000 compounds, 0.22% hits; in the data active means inhibition above about 35%, passing the limit was not always enough; inconclusive means no clear call, values can overlap the other calls; further: plate controls were buffer without enzyme for full effect and enzyme alone for no effect
Numbers without * were called inactive; ? = inconclusive; . = not tested or not shown.

SMILES | PrPC surface inh | Mtb UGM inh | BioA inh | MazEF act | FBA Mtb inh | FadD28 binding | Rv3671c inh | GDH-TPI counter | BoNT-F LC inh
O=C(c1ccccc1F)N1CCc2ccccc21 | -2 | 0.1 | -2.6 | -5 | -3 | -1.3 | 5 | 11 | -8
C/C(=N\NC(=O)c1ccc(Cl)c(Cl)c1)c1ccc(Br)s1 | 3 | -1.9 | . | -7 | -2 | -1.7 | 3 | 1 | -8
CC1(C)CC2CC(C)(CN2Cc2c(O)ccc3ccccc23)C1 (stereo not given) | 1 | -1.5 | . | -5 | 1 | -3.5 | 0 | 15 | -7
CC(c1ccccc1)C(OC(=O)c1cccc([N+](=O)[O-])c1C(=O)O)c1ccccc1 (stereo not given) | -1 | . | -0.7 | 8 | -2 | -9.6 | . | 3 | 13
O=C(CCSCCC(=O)NCc1ccco1)NCc1ccco1 | -4 | 1.7 | . | -9 | . | . | 2 | . | .
CCCCCCSc1cccc(-c2nc3cc(C)ccn3c2NC2CCCCC2)c1 | -3 | 1.8 | -2.7 | -7 | 21 | -5.1 | -4 | 17 | -13
CC(C)CCn1c(=O)c(C(=O)NCc2ccc3c(c2)OCO3)c(O)c2ccccc21 | -2 | 0.3 | -2.0 | -4 | 0 | 0.0 | 7 | 6 | 8
CCOc1ccc(NCc2nnc(SCc3ccc(Cl)cc3)n2-c2ccccc2)cc1 | 5 | 0.2 | 0.3 | -8 | 0 | -0.5 | 4 | 2 | -5
O=C(NCc1ccco1)C(c1ccncc1)N(CCC1=CCCCC1)C(=O)Cn1nnc2ccccc21 (stereo not given) | -1 | 0.5 | 1.2 | -3 | -1 | -3.3 | -4 | 1 | -6
COc1ccccc1N1CCN(C2CCCN(C(=O)c3oc(C)cc3C)C2)CC1 (stereo not given) | -3 | -0.8 | -1.1 | 2 | 2 | 0.5 | -9 | 1 | -2
Cc1ccc(SCC(=O)c2sc(-c3ccccc3)nc2C)cc1 | -2 | -1.2 | -2.4 | -11 | 5 | -2.4 | -8 | 11 | -2
C[C@@H](C(=O)Nc1ccccc1N1CCOCC1)N1C(=O)C2CCCCC2C1=O (stereo not given in full) | -11 | -2.8 | 0.6 | 1 | 4 | -2.0 | 1 | 6 | 9
Cc1ccc(C(=O)OCC(=O)c2ccc(Br)cc2)cc1S(=O)(=O)N1CCOCC1 | 1 | . | -0.5 | -5 | 0 | ? | . | 1 | -3
COc1cc(OC)cc(-c2c(C#Cc3ccsc3)c3cc(-c4ccc(N(C)C)nc4)ccc3n2C)c1 | 0 | -0.9 | 2.5 | -16 | 4 | -0.8 | -3 | 13 | -4
Cc1cc(NC(=O)CCC(=O)N(CC(=O)NCC2CCCO2)c2cccc(C)c2C)no1 (stereo not given) | -2 | 1.4 | -1.0 | 5 | -5 | -0.2 | 3 | -5 | -3
CCCCCn1c(CN2CCN(C)CC2)nc2c1c(=O)n(C)c(=O)n2C | -2 | -0.3 | 0.8 | 9 | -2 | -2.7 | 3 | 4 | -7
CC(C)NS(=O)(=O)c1ccc(CCC(=O)NCc2ccncc2)cc1 | 12 | 2.0 | . | -2 | 1 | 1.4 | -23 | -1 | 3
COc1ccc(NS(=O)(=O)c2cccc(C(=O)NCc3ccco3)c2)cc1 | -4 | -3.4 | 0.9 | -10 | -1 | -0.7 | -7 | 4 | 2
COc1ccc(-n2c(-c3ccc(F)cc3)cnc2SCC(=O)NCc2ccco2)cc1 | -3 | 3.9 | . | -9 | 3 | -1.6 | -2 | 7 | -3
CC(C)(CNC(=O)C1CCCN1C(=O)c1cccs1)N1CCOCC1 (stereo not given) | 6 | -1.8 | . | -5 | 1 | -0.9 | 5 | -3 | 0
Cc1ccc(C(=O)OC(C)C(=O)Nc2ccc(S(N)(=O)=O)cc2)cc1S(=O)(=O)N1CCOCC1 (stereo not given) | 0 | . | 4.4 | -2 | 3 | 0.0 | -11 | -4 | 2
CCCC(=O)Nc1nc2c(OC)ccc(OC)c2s1 | -3 | -0.9 | -0.5 | 14 | 1 | 4.5 | -1 | -3 | -4
COc1ccc(N(C)C(=O)c2onc3c2CCCC3)cc1 | -2 | -3.4 | . | -1 | -3 | -4.0 | 6 | 10 | 3
CCCCN(CC)CCNC(=O)c1ccc2c(Cl)c3c(nc2c1)CCC3 | -7 | -0.7 | 3.1 | 14 | 2 | . | -10 | 6 | -2
O=C(CC(C(=O)N1CCc2ccccc21)n1ccnc1)NCc1ccccc1 (stereo not given) | 4 | 7.1 | . | -15 | 1 | -4.7 | -4 | -12 | 9
Cc1c(S(=O)(=O)Nc2cc(Cl)ccc2Cl)c(=O)n(C)c(=O)n1C | 4 | 0.2 | -1.2 | 5 | 0 | -4.1 | -2 | 2 | 1
COc1cccc(CNC(=O)C2CCCN(S(=O)(=O)c3c(C)noc3/C=C/N(C)C)C2)c1 (stereo not given) | 4 | -1.2 | -1.2 | 6 | 0 | 0.5 | -14 | 34* | 3
O=C(O)c1cc(N/N=C/c2c[nH]c3ccccc23)ccc1Cl | -2 | 6.6 | 2.3 | 3 | 0 | ? | -4 | 9 | 7
COc1cccc(N2CCN(Cc3nc(N)nc(Nc4ccccc4OC)n3)CC2)c1 | 2 | -0.7 | 3.7 | 8 | 1 | -3.4 | 7 | 1 | -15
O=C(N1CCN(c2ccccc2)CC1)C1(S(=O)(=O)c2ccc(Cl)cc2)CC1 | -9 | -2.8 | -2.3 | 9 | 1 | -0.1 | 2 | -2 | 0
Cc1ccc(S(=O)(=O)NN2C(=O)c3ccccc3NC2C)cc1 (stereo not given) | 0 | -3.3 | . | -4 | 9 | -1.1 | -6 | 5 | -9
N#Cc1ccc(CC(C(=O)O)N2Cc3ccccc3C2=O)cc1 (stereo not given) | 11 | 2.2 | -1.7 | -10 | 3 | . | -3 | 5 | -9
O=C(N/N=C/c1ccc(O)cc1)c1ccncc1 | -6 | -1.9 | -1.1 | -1 | 3 | -0.9 | 0 | 25 | 0
O=C(NC1CC2CCCC(C1)N2Cc1ccccc1)c1ccc([N+](=O)[O-])cc1 (stereo not given) | -9 | 2.4 | 0.0 | 9 | -1 | 0.0 | . | -2 | -1
COCCCN1CCc2[nH]c(=S)[nH]c(=O)c2C1 | -3 | . | . | 0 | 9 | -1.8 | 6 | 9 | 4
COc1ccc(N2CCN(CC(=O)Nc3ccc(C)c(C)c3)CC2)cc1 | 2 | 1.8 | 2.0 | 0 | -1 | -2.2 | 7 | -1 | ?
CCCCNC(=O)c1cccc2c(=O)c(C)c(-c3ccccc3)oc12 | -2 | -3.9 | . | 0 | 0 | -4.1 | -11 | 2 | -5
COc1ccc(NCc2nnc(SCC(=O)Nc3ccc(OC)cc3)n2C)cc1 | 2 | 4.5 | 5.4 | 1 | -1 | -2.7 | 2 | 4 | 0
NC(=O)/C(=C/c1ccc2c(c1)OCO2)NC(=O)c1ccco1 | -9 | 3.3 | . | 1 | 2 | 0.1 | 1 | 8 | 0
Cc1ccccc1C(=O)N1CCC(C(=O)Nc2cccc(F)c2)CC1 | 7 | 2.0 | 26 | -4 | -3 | -3.3 | 7 | 2 | -4

Single records, as listed above. Order of screens: PrPC surface inh, Mtb UGM inh, BioA inh, MazEF act, FBA Mtb inh, FadD28 binding, Rv3671c inh, GDH-TPI counter, BoNT-F LC inh
O=C(CC(C(=O)N1CCc2ccccc21)n1ccnc1)NCc1ccccc1 (stereo not given) as listed: 4, 7.1, ., -15, 1, -4.7, -4, -12, 9
O=C(N/N=C/c1ccc(O)cc1)c1ccncc1 as listed: -6, -1.9, -1.1, -1, 3, -0.9, 0, 25, 0
COc1cccc(CNC(=O)C2CCCN(S(=O)(=O)c3c(C)noc3/C=C/N(C)C)C2)c1 (stereo not given) as listed: 4, -1.2, -1.2, 6, 0, 0.5, -14, 34*, 3

Other compounds
SMILES | PrPC surface inh | Mtb UGM inh | BioA inh | MazEF act | FBA Mtb inh | FadD28 binding | Rv3671c inh | GDH-TPI counter | BoNT-F LC inh
O=C(NCCN1CCCCC1)Nc1ccccc1F | -6 | 0.4 | -0.7 | 11 | -2 | -2.4 | -10 | 10 | 8
NC(=S)N/N=C/c1c(O)c(Br)cc2oc3c(c12)CCCC3 | -6 | 0.7 | -2.9 | 5 | 1 | -1.0 | 15 | 25 | 0
Nc1c(C(=O)NCc2ccco2)c2nc3ccccc3nc2n1CCN1CCOCC1 | -7 | 0.4 | -3.2 | 1 | 72* | -5.4 | -10 | 14 | 6
COc1cc(NC(=O)NCC2CCN(Cc3ccc(C)cc3)CC2)cc(OC)c1OC | 4 | 1.2 | -5.8 | -11 | 1 | -1.5 | -13 | -1 | 8
COC(=O)c1ccc(CSc2nnc(NC(=O)C3CC(=O)N(c4ccc5c(c4)OCCO5)C3)s2)cc1 (stereo not given) | -5 | -0.3 | . | 1 | -3 | -4.0 | -16 | -4 | -2
CC1(C)SCC2C(=O)N3C(CSC3(C)C)C(=O)N21 (stereo not given) | 3 | -2.2 | 0.0 | 1 | 3 | -3.8 | 5 | -1 | -8
CN(C)c1ccc(C=NCCC2(O)CCOC(C)(C)C2)cc1 (stereo not given) | 5 | -1.3 | -1.6 | -6 | 2 | 0.5 | -12 | 40* | 1
COC(=O)c1ccc(CSc2nnc(-c3ccncc3)o2)o1 | -5 | 0.7 | 0.1 | 11 | 2 | -1.0 | 2 | -1 | -4
Nc1nnc(-c2cccnc2)s1 | -3 | -3.0 | 1.3 | -4 | -5 | -1.3 | -6 | -3 | 2
O=C(COC(=O)Cc1ccccc1F)Nc1ccc2[nH]c(=O)[nH]c2c1 | 8 | 1.2 | . | -9 | 0 | -1.1 | -4 | 10 | .
Cc1cccc(-c2cnc3cccnn23)c1 | -3 | . | -0.3 | . | 45* | -4.2 | . | 1 | 2
Cc1cccc(C)c1NC(=O)CSc1nnc(-c2ccco2)c(-c2ccco2)n1 | . | -0.8 | -0.9 | -5 | -5 | ? | 3 | 9 | 8
Cc1c(C(=O)NC2CCC(C)CC2)oc2ccccc12 (stereo not given) | 1 | -1.0 | 0.7 | 2 | 0 | -4.6 | 6 | -5 | 2
COc1ccc(-c2noc(CCC(=O)N3CCN(c4cccc(C(F)(F)F)c4)CC3)n2)cc1 | -1 | -0.5 | 0.9 | -3 | 5 | -0.8 | -8 | 4 | 12
N#CCSc1nnc(-c2cccnc2)n1-c1ccccc1 | 2 | 2.3 | 5.4 | 11 | 3 | -1.3 | -1 | 3 | -6
N=c1cc(C2(O)CCCCC2)n2c(nc3ccccc32)s1 | 5 | -1.3 | 1.2 | 8 | 2 | -0.6 | 0 | 7 | ?
O=C(COC(=O)Cc1cn2ccsc2n1)Nc1nc2ccccc2s1 | 6 | 4.6 | 0.0 | 7 | -4 | -2.0 | -3 | 1 | -3
O=C1c2ccccc2C(=O)N1CCCc1c[nH]c2ccccc12 | -17 | 1.1 | 6.7 | 7 | 2 | -2.3 | -2 | 7 | -15
O=C(NCc1ccc(Cl)cc1)C(=O)NCC1OCCN1C(=O)c1cccs1 (stereo not given) | -4 | -0.9 | . | -6 | 2 | -0.6 | 4 | -4 | -6
c1ccc(CCCNCC2COc3ccccc3O2)cc1 (stereo not given) | 2 | -2.6 | . | 7 | -1 | 1.2 | -6 | 2 | -12

In another format: results already given
molecule	PrPC surface inh	Mtb UGM inh	BioA inh	MazEF act	FBA Mtb inh	FadD28 binding	Rv3671c inh	GDH-TPI counter	BoNT-F LC inh
O=C(COC(=O)Cc1cn2ccsc2n1)Nc1nc2ccccc2s1	6	4.6	0.0	7	-4	-2.0	-3	1	-3
O=C(NCCN1CCCCC1)Nc1ccccc1F	-6	0.4	-0.7	11	-2	-2.4	-10	10	8
